Screening results as filed in PubChem BioAssay.
U2OS ROS induce: cancer cell ROS induction; U2OS ROS induction, H2DCF-DA fluorescence; ROS induction (% of piperlongumine), % at 10 µM; 46,000 tested, 2% active; in the data active = ROS induction above about 79%, passing the limit was not always enough;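 also: 0% = DMSO vehicle median and 100% = reference compound median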
An asterisk follows results filed as active. An excerpt (hit frequency here may not be typical).

Compound	U2OS ROS induce
C[C@@H]1CN([C@H](C)CO)C(=O)c2cccc(N(C)C)c2O[C@H]1CN(C)S(C)(=O)=O	-8
O=C(NO)c1cccc(C(=O)N/N=C/c2cccc(O)c2O)c1	3
C[C@H](CO)N1C[C@H](C)[C@@H](CN(C)C(=O)Nc2ccc(C(F)(F)F)cc2)Oc2c(NC(=O)c3cnccn3)cccc2C1=O	-2
C[C@H](CO)N1C[C@H](C)[C@H](CN(C)C(=O)Nc2ccc3c(c2)OCO3)Oc2ccc(NC(=O)CCCCCC(=O)Nc3ccccc3N)cc2C1=O	25
COc1ccc([Si](C)(C)[C@@H]2[C@@H](CCO)O[C@]3(C(=O)N(C)c4ccccc43)[C@H]2C)cc1	16
CNC[C@@H]1Oc2ccc(NC(=O)Nc3cccc4ccccc34)cc2CC(=O)N([C@@H](C)CO)C[C@@H]1C	2
C[C@@H]1CN([C@@H](C)CO)C(=O)c2cccc(NC(=O)C3CC3)c2O[C@@H]1CN(C)Cc1ccccc1	-3
C[C@H]1CN([C@@H](C)CO)C(=O)Cc2cc(NC(=O)Nc3ccc(F)cc3)ccc2O[C@H]1CN(C)Cc1ccc(C(=O)O)cc1	1
COc1ccc(S(=O)(=O)Nc2ccc3c(c2)C(=O)N([C@H](C)CO)C[C@H](C)[C@H](CN(C)C(=O)Nc2ccc(F)cc2)OCCCC[C@@H](C)O3)cc1	40
Cc1nc2nc(-c3ccc(Cl)cc3)[nH]n2c(=O)c1C	27
Cc1noc(C)c1NC(=O)N(C)C[C@H]1Oc2c(NC(=O)Nc3cccc4ccccc34)cccc2C(=O)N([C@H](C)CO)C[C@H]1C	-4
Cc1noc(C)c1S(=O)(=O)Nc1ccc2c(c1)C(=O)N([C@H](C)CO)C[C@@H](C)[C@H](CN(C)S(=O)(=O)c1ccc(F)cc1)O2	-7
C[C@H]1CN([C@@H](C)CO)C(=O)CCCn2nncc2CO[C@@H]1CN(C)C(=O)Cc1ccccc1	-2
C[C@@H]1CN([C@@H](C)CO)C(=O)c2cc(NC(=O)Nc3cccc4ccccc34)ccc2O[C@@H]1CN(C)C(=O)Nc1ccc(C(F)(F)F)cc1	42
CCOc1ccc(-c2nc3ccc(-c4nc5ccc(N6CCN(C)CC6)cc5[nH]4)cc3[nH]2)cc1	-5
C[C@@H]1CCCCO[C@H](CN(C)Cc2ccc(C(=O)O)cc2)[C@@H](C)CN([C@H](C)CO)C(=O)c2cc(NC(=O)Nc3ccc(F)cc3)ccc2O1	22
Cn1c(=O)oc2cc(S(=O)(=O)NCCC(=O)Nc3cccc(F)c3)ccc21	-9
Cc1noc(C)c1NC(=O)Nc1ccc2c(c1)C(=O)N([C@@H](C)CO)C[C@H](C)[C@@H](CN(C)S(=O)(=O)c1cn(C)cn1)O2	-3
C[C@H]1CN([C@@H](C)CO)C(=O)CCCn2cc(nn2)CO[C@H]1CN(C)C	17
CC1=NN(C(=O)Cc2ccccc2)C(O)(c2ccccc2)C1 (stereo unspecified)	1
CCOc1ccc(-c2cc3[nH]c(=O)n(-c4ccccc4C(F)(F)F)c(=O)c3s2)cc1	20
CC(C)NC(=O)N(C)C[C@@H]1Oc2c(NC(=O)NC3CCCCC3)cccc2C(=O)N([C@@H](C)CO)C[C@@H]1C	-11
C[C@H](CO)N1C[C@H](C)[C@@H](CN(C)C(=O)Nc2ccc3c(c2)OCO3)Oc2ccc(NC(=O)Nc3ccccc3)cc2C1=O	-8
C[C@H](CO)N1C[C@H](C)[C@H](CN(C)Cc2ccc(C(=O)O)cc2)Oc2ccc(NS(=O)(=O)c3ccc(Cl)cc3)cc2C1=O	-13
COc1ccc2c(c1)OC(C(=O)c1ccccc1)C2=O (stereo unspecified)	-4
CC(C)(C)c1ccccc1OCC(=O)Nc1cccc2ccccc12	20
C[C@H](CO)N1C[C@H](C)[C@H](CN(C)Cc2ccc(Cl)c(Cl)c2)Oc2ccc(NC(=O)C3CC3)cc2C1=O	-9
C[C@@H]1CN([C@H](C)CO)C(=O)c2cccc(NS(=O)(=O)c3ccc(Cl)cc3)c2O[C@H]1CN(C)C(=O)Nc1ccccc1	-2
O=C(O)CNC(=O)CSc1ccccn1	-7
CCC1Sc2ccccc2NC1=O (stereo unspecified)	-21
CCOC(=O)Cn1c(-c2c(Cl)cccc2Cl)noc1=O	12
CC(C)NC(=O)Nc1ccc2c(c1)C(=O)N([C@H](C)CO)C[C@H](C)[C@H](CN(C)S(=O)(=O)c1ccc(Cl)cc1)OCCCC[C@@H](C)O2	31
C[C@@H]1CN([C@H](C)CO)C(=O)Cc2cc(NC(=O)Cn3cnnn3)ccc2O[C@@H]1CN(C)Cc1ccc(C(F)(F)F)cc1	87*
Cc1ccc(S(=O)(=O)Nc2ccc3c(c2)CC(=O)N([C@@H](C)CO)C[C@@H](C)[C@@H](CN(C)CC2CC2)O3)cc1	15
CC(C)CC1C(=O)N2CCC[C@H]2C2(O)O[C@](NC(=O)C3C=C4c5cccc6[nH]c(Br)c(c56)C[C@H]4N(C)C3)(C(C)C)C(=O)N12 (stereo partly specified)	24
COc1ccc(OC)c(S(=O)(=O)N(C)CC(=O)N2CCN(c3ccccc3)CC2)c1	-2
Cc1ccc(SCC(=O)Nc2cccc(Oc3ccc4c(c3)C(=O)NC4=O)c2)cc1	-2
C[C@@H]1CN([C@H](C)CO)C(=O)c2cc(NC(=O)c3ccncc3)ccc2O[C@@H]1CN(C)C(=O)NC1CCCCC1	2
COC(=O)CCCCCCC(=O)N/N=C/c1ccc(Sc2nnc(C)n2C)o1	17
CNC(=S)NC1CCS(=O)(=O)C1 (stereo unspecified)	-2
Cc1noc(C)c1S(=O)(=O)N(C)C[C@@H]1Oc2ccc(NC(=O)C3CC3)cc2CC(=O)N([C@H](C)CO)C[C@@H]1C	10
O=C(COc1ccc(Cl)cc1)Nc1ncccn1	-3
O=C(CSc1ccc(Cl)cc1)N1CCc2c([nH]c3ccccc23)C1C(F)(F)F (stereo unspecified)	1
COc1ccccc1NC(=O)CSc1nnc(-c2cccc3ccccc23)n1-c1ccccc1	9
CC(C)(C)NC(=O)CN(c1ccc2c3c(cccc13)CC2)S(C)(=O)=O	-7
CCC(C)NC(=O)c1ccc(Sc2ccc(Cl)cc2)c(NC(C)=O)c1 (stereo unspecified)	-7
C[C@@H]1CN([C@H](C)CO)C(=O)c2cc(NC(=O)CCC(F)(F)F)ccc2O[C@H]1CN(C)C(=O)NC1CCCCC1	-13
C[C@@H]1CN([C@@H](C)CO)C(=O)c2cc(NC(=O)C3CC3)ccc2O[C@H]1CN(C)Cc1ccncc1	-3

For convenience, twelve of the compounds above.
Compound	U2OS ROS induce
Cc1ccc(S(=O)(=O)Nc2ccc3c(c2)CC(=O)N([C@@H](C)CO)C[C@@H](C)[C@@H](CN(C)CC2CC2)O3)cc1	15
CC(C)CC1C(=O)N2CCC[C@H]2C2(O)O[C@](NC(=O)C3C=C4c5cccc6[nH]c(Br)c(c56)C[C@H]4N(C)C3)(C(C)C)C(=O)N12 (stereo partly specified)	24
COc1ccc(OC)c(S(=O)(=O)N(C)CC(=O)N2CCN(c3ccccc3)CC2)c1	-2
Cc1ccc(SCC(=O)Nc2cccc(Oc3ccc4c(c3)C(=O)NC4=O)c2)cc1	-2
C[C@@H]1CN([C@H](C)CO)C(=O)c2cc(NC(=O)c3ccncc3)ccc2O[C@@H]1CN(C)C(=O)NC1CCCCC1	2
COC(=O)CCCCCCC(=O)N/N=C/c1ccc(Sc2nnc(C)n2C)o1	17
CNC(=S)NC1CCS(=O)(=O)C1 (stereo unspecified)	-2
Cc1noc(C)c1S(=O)(=O)N(C)C[C@@H]1Oc2ccc(NC(=O)C3CC3)cc2CC(=O)N([C@H](C)CO)C[C@@H]1C	10
O=C(COc1ccc(Cl)cc1)Nc1ncccn1	-3
O=C(CSc1ccc(Cl)cc1)N1CCc2c([nH]c3ccccc23)C1C(F)(F)F (stereo unspecified)	1
COc1ccccc1NC(=O)CSc1nnc(-c2cccc3ccccc23)n1-c1ccccc1	9
CC(C)(C)NC(=O)CN(c1ccc2c3c(cccc13)CC2)S(C)(=O)=O	-7

The results go on:
Compound	U2OS ROS induce
Cc1ccc(S(=O)(=O)N(C)C[C@@H]2Oc3ccc(NC(=O)Nc4ccc5c(c4)OCO5)cc3C(=O)N([C@@H](C)CO)C[C@H]2C)cc1	-6
COc1ccc(CN(C)C[C@H]2Oc3ccc(NS(=O)(=O)c4ccc(OC)cc4)cc3C(=O)N([C@H](C)CO)C[C@@H]2C)cc1	17
C[C@@H]1CN([C@H](C)CO)C(=O)Cc2cc(NS(=O)(=O)c3ccc(Cl)cc3)ccc2O[C@@H]1CN(C)C(=O)Nc1cccc2ccccc12	5
CC1(C)C=Cc2c(c(CCO)c3occ(-c4ccc(O)c(O)c4)c(=O)c3c2O)O1	28
COCCOC(=O)N1C(=O)[C@@]2(c3cc(C#Cc4ccc(OC)cc4)ccc31)[C@H](C(=O)N1CCc3cc(OC)c(OC)cc3C1)[C@H]1C(=O)O[C@H](c3ccccc3)[C@H](c3ccccc3)N1[C@@H]2c1ccccc1OCCO	50
CCCC(O)C#Cc1cnc2c(c1)C(=O)N([C@H](C)CO)C[C@H](C)[C@H](CN(C)S(=O)(=O)c1cccc(F)c1)O2 (stereo partly specified)	19
Cc1ccccc1NC(=O)CCCC(=O)O	-9
CC(=O)N1C(=S)NC(=O)C1c1ccccc1 (stereo unspecified)	2
Cc1noc(C)c1NC(=O)N(C)C[C@@H]1Oc2ccc(NC(=O)C3CCCCC3)cc2CC(=O)N([C@H](C)CO)C[C@H]1C	-8
CCOC(=O)NC1c2ccccc2Sc2ccc(Cl)cc21 (stereo unspecified)	-7
CC(=O)OCC(=O)[C@@]1(O)CCC2C3C[C@H](C)C4=CC(=O)C=CC4(C)C3[C@@H](O)CC21C (stereo partly specified)	16
COc1ccc(NC(=O)N(C)C[C@H]2Oc3ccc(NS(=O)(=O)c4ccc(OC)cc4)cc3C(=O)N([C@@H](C)CO)C[C@@H]2C)cc1	-24
C=CCNc1oc(-c2ccccc2)nc1C#N	-6
C[C@@H]1CN([C@H](C)CO)C(=O)c2cc(NC(=O)Nc3ccccc3)ccc2O[C@@H]1CN(C)C(=O)Nc1ccc2c(c1)OCO2	12
Cc1ccc(-n2nnnc2SCC(=O)Nc2ccc3c(c2)COC3=O)cc1C	-3
C[C@@H]1CN([C@@H](C)CO)C(=O)Cc2cc(NC(=O)Nc3ccccc3)ccc2O[C@@H]1CN(C)Cc1ccc2c(c1)OCO2	10
Cc1ccc(OCCn2c(C(O)c3ccccc3)nc3ccccc32)cc1 (stereo unspecified)	43
CC1CC(=O)C2=C(CCC34OC23C(=O)c2cccc(O)c2C4O)C1 (stereo unspecified)	-9
CC(C)n1c(SCC(=O)Nc2ccccc2Cl)nc2cc(Cl)ccc21	-6
COc1ccc(NC(=O)Nc2cccc3c2O[C@@H](CN(C)CC2CCCCC2)[C@@H](C)CN([C@@H](C)CO)C3=O)cc1	2
C=CCNC(=S)N1CCc2sccc2C1c1ccc(OC)cc1 (stereo unspecified)	-14
Cc1noc(C)c1NC(=O)Nc1ccc2c(c1)C(=O)N([C@@H](C)CO)C[C@@H](C)[C@H](CN(C)Cc1ccc3c(c1)OCO3)O2	6
O=C(CSc1ncnc2sc3c(c12)CCC3)NCC1CCCO1 (stereo unspecified)	10
CCOC(=O)c1cc(-c2ccccc2)n(CCNC(=O)OC(C)(C)C)c1C	0
CC(=O)OCC1=CCCC2[C@@]1(C)CC[C@@H](C)[C@]2(C)CCC(C)CC(=O)O (stereo partly specified)	-3
O=C(Cc1coc(-c2ccc(F)cc2)n1)Nc1ccccc1	-17
COc1ccc(NC(=O)CCC(=O)c2ccc(-c3ccccc3)cc2)cc1	-8
Cc1noc(C)c1NC(=O)Nc1ccc2c(c1)C(=O)N([C@@H](C)CO)C[C@@H](C)[C@H](CN(C)S(C)(=O)=O)O2	-3
COc1cccc(OCC(=O)Nc2cccc(Oc3ccc4c(c3)C(=O)NC4=O)c2)c1	7
C[C@H]1CN([C@@H](C)CO)C(=O)CCCn2nncc2CO[C@H]1CN(C)C(=O)Nc1cccc(F)c1	-2
CC(C)NC(=O)Nc1ccc2c(c1)C(=O)N([C@H](C)CO)C[C@H](C)[C@@H](CN(C)C)O2	-13
C[C@H]1CN([C@@H](C)CO)C(=O)c2cc(NS(=O)(=O)c3cccs3)ccc2O[C@H]1CN(C)C(=O)Nc1ccc(F)cc1	12
CNC(=O)Cn1ncc2c3ccccc3n(Cc3cc(C)ccc3C)c2c1=O	10
COC(=O)N(C)C[C@H]1OCc2cn(nn2)CCCC(=O)N([C@@H](C)CO)C[C@H]1C	4
Cc1ccc(S(=O)(=O)Nc2ccc3c(c2)CC(=O)N([C@H](C)CO)C[C@@H](C)[C@H](CN(C)S(=O)(=O)c2ccccc2)O3)cc1	13
C[C@@H]1CN([C@@H](C)CO)C(=O)c2cccc(NC(=O)NC3CCCCC3)c2O[C@@H]1CN(C)S(=O)(=O)c1cn(C)cn1	-16
Cc1ccc(S(=O)(=O)NC2c3ccccc3Oc3ccccc32)cc1	1
Cc1cc(O)c2c(c1)C(=O)c1cc(OC3OC(COC(=O)CC(=O)O)C(O)C(O)C3O)cc(O)c1C2=O (stereo unspecified)	-17
Cc1ccc(Cc2nn3c(C(=O)c4cccs4)nn(-c4ccc(Cl)cc4)c3nc2=O)cc1	39
C[C@H]1CN([C@@H](C)CO)C(=O)c2cccc(NC(=O)CCCCCC(=O)Nc3ccccc3N)c2O[C@@H]1CN(C)S(=O)(=O)c1ccc(F)cc1	-9
